Source: PubChem BioAssay (The Scripps Research Institute Molecular Screening Center)
UHRF1 binding: UHRF1 methyl-DNA binding inhibition | AID 687016 | inhibition, % at 4.4 µM | UHRF1 binding to methylated oligo, TR-FRET | 370,000 tested, 0.75% active | Q96T88; in the data active = inhibition above about 21%;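 also: UHRF1 SRA domain binding a hemimethylated CpG hairpin DNA probe; 0% = median of test compound wells and 100% = reference inhibitor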
MBD2 inh: blocks human MBD2 binding to methylated DNA | Q9UBB5 | TR-FRET, MBD2 binding to methylated oligonucleotide | inhibition, % at 4.4 µM | 370,000 tested, 0.31% active | AID 686964; in the data active = inhibition above about 13%
ADAM17 inh: inhibitors of human ADAM17 | P78536 | recombinant ADAM17, EDANS/DABCYL FRET peptide cleavage | inhibition, % at 6.95 µM | 370,000 tested, 0.83% active | AID 720648;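 active = inhibition above the mean of compounds lying between control limits plus 3 SD, set per campaign, cut at about 8.5% in these data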;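 also: 0% = DMSO-only wells as the low control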
ARFGAP1 inh: rat ARFGAP1 inhibition | Q62848 | Arfgap1-stimulated ARF1 GTP hydrolysis, GDP FP detection | inhibition, % at 16.5 µM | 360,000 tested, 0.26% active | AID 651572;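 active = inhibition above a per-plate limit, mean inhibition of low control wells plus 3 SD, cut at about 25% in these data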;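 also: 0% = DMSO wells with enzyme and 100% = wells lacking Arfgap1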
Target sequence (Q62848 1-136 limits assumed): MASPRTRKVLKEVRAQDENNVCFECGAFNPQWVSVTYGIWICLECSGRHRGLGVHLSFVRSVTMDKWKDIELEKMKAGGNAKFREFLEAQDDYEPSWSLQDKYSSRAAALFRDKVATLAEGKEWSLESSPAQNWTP
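Material: rat Arfgap1 catalytic domain, aa 1-136; also added: human ARF1(Δ1-17)-GTP substrate; compound dosing: one concentration, 16.5 µM, DMSO 1.26%; incubation: GTP hydrolysis reaction 2 h at 25 °C; measured by: Tracer-displacement fluorescence polarization with EDTA stop, 620/688 nm; evaluation: % inhibition from polarization; repeats: one replicate per compound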
Tn6 DDE FP: DD(E)-Tn6 binding inhibition, primary FP screen; P02675; Fibrin DD(E) TRITC-Tn6 fluorescence polarization displacement; inhibition, % at 8.3 µM; 370,000 tested, 0.21% active; AID 720509;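 active = inhibition above a per-campaign cutoff: mean of compounds within control limits plus 3 SD, cut at about 15% in these data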;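 also: 0% = median of all compound wells on the plate and 100% = blocking peptide control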
Target sequence (P02675 whole entry, looked up): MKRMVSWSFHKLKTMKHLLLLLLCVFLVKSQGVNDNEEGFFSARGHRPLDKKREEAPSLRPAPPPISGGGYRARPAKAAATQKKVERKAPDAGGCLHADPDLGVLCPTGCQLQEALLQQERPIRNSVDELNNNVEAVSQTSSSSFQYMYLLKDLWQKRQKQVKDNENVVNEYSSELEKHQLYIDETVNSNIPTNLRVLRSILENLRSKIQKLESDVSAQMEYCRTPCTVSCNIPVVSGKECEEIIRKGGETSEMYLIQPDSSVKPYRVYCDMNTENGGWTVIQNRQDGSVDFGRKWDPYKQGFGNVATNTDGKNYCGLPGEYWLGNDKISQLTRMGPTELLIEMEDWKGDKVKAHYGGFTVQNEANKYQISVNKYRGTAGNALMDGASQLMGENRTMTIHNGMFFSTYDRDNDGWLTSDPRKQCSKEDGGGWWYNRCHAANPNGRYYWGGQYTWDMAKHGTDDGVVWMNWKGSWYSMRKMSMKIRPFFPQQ
PLCg1 inh: blocks human PLC-gamma1 enzyme activity; P19174; purified PLC-gamma1, fluorogenic substrate, fluorescence; inhibition, % at 12.2 µM; 370,000 tested, 0.84% active; AID 720700; in the data active = inhibition above about 9.5%
ASAP1 GAP inh: inhibitors of human ASAP1 ArfGAP activity; Q9ULH1; ASAP1-stimulated ARF1 GTP hydrolysis, GDP FP detection; inhibition, % at 16.5 µM; 360,000 tested, 0.19% active; AID 624377; in the data active = inhibition above about 25%;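 also: 0% = vehicle with enzyme and substrate and 100% = no enzyme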
PLCb3 inh: blocks human PLC-beta3 enzyme activity; Q01970; Purified PLC-beta3, fluorogenic substrate, fluorescence; inhibition, % at 12.2 µM; 370,000 tested, 0.18% active; AID 720704; in the data active = inhibition above about 11%;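 also: 0% = median of compound wells on plate and 100% = full blocker control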
DDE Tn7 FP inh: disrupts Tn7 cyclic peptide binding to fibrin D-Dimer-E complex; P02675; FP displacement of FITC-Tn7 peptide from fibrin DD(E); 0% = median of compound wells per plate; inhibition, % at 8.3 µM; 370,000 tested, 0.13% active;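 active = inhibition above the mean of compounds falling within the control limits plus 3 SD of them, cut at about 14% in these data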;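 also: 0% = plate median of compound wells and 100% = 10 µM Aha-Tn7 peptide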
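assay system = human clot-derived fibrin DD(E) complex | quantity = Fibrin-DD(E) at 2 µM final | timing = 10 min preincubation, 3 h with tracer, room temperature | signal = fluorescence polarization | measure = percent inhibition | benchmarks = high control wells with 10 µM unlabelled Aha-Tn7 peptide (full inhibition) | replicates = singlicate testing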
proKLK7 act: activates the human kallikrein-7 zymogen; P49862; purified proKLK7, EDANS-DABCYL substrate fluorescence; 100% is mature enzyme control, 0% vehicle; activation, % at 7 µM; 370,000 tested, 0.9% active;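 active = activation above the mean of all tested compounds plus 3 SD, computed per campaign excluding outliers beyond control limits, cut at about 13% in these data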
Target sequence (P49862 whole entry, looked up): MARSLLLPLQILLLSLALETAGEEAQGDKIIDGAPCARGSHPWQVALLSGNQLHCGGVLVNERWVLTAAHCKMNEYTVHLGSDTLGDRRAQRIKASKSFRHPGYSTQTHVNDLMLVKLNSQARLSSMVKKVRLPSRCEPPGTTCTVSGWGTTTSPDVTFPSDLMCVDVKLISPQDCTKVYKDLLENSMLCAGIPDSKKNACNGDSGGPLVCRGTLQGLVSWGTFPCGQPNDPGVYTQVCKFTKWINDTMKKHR
* hit, by the source's call; i = inactive; . = no result given; & = joins results of further samples. An unsorted share of the library; overall some 4.1% were active at least once.

smiles,UHRF1 binding,MBD2 inh,ADAM17 inh,ARFGAP1 inh,Tn6 DDE FP,PLCg1 inh,ASAP1 GAP inh,PLCb3 inh,DDE Tn7 FP inh,proKLK7 act
O=C(Cn1nnc(-c2ccccc2F)n1)Nc1ccc(Cl)c(Cl)c1,1,-4,1,.,-2,1,.,1,0,-0.2
CC(=O)Nc1ccc(NC(=O)CSc2nnc(-c3cccs3)n2N)cc1,-2,4,-1,11,6,0,-12,2,1,0.7
CC(NC(=O)C1=CC=CN2CCS(=O)(=O)N=C12)c1ccc(Cl)cc1Cl (configuration not stated),-2,-1,-111,-4,6,-169,-5,-204,3,4.9
Cc1ccc(-c2noc(CCC(=O)NCCCN3CCN(c4ccc(F)cc4)CC3)n2)cc1,-1,5,1,-2,0,4,-7,1,0,0.8
COc1ccc(C)cc1S(=O)(=O)N1CCCCCC1,1,-1,4,-7,-2,3,-3,-4,-5,0.7
CC(=O)c1cccc(NC(=O)CSc2nc(=O)n(CCN3CCOCC3)c3c2CCC3)c1,-2,-6,-2,18,2,5,-15,-4,-1,0.4
CC1(C)Cc2c(sc3[nH]c(=O)n(CC(=O)NCC4CCCO4)c(=O)c23)CO1 (configuration not stated),-2,-7,-7,-4,-3,-3,0,-7,-5,-0.5
COc1ccccc1NC(=O)CCSc1nnc(-c2ccncc2)o1,-1,-1,-2,13,4,0,7,2,4,-0.3
CS(=O)(=O)c1ccc(Cl)c(NC(=O)COC(=O)CNC(=O)c2ccc(Br)o2)c1,-1,-6,-6,-1,3,0,-6,-3,1,0.5
Cc1cccc(OCC(=O)Nc2ccc(NC(=O)c3ccco3)cc2)c1,-3,-3,-6,-12,-4,2,9,-1,-6,1.1
COc1ccccc1NC(=O)C(=O)N/N=C(\C)CC(=O)Nc1ccc(OCc2ccccc2)cc1,-2,-5,3,9,1,-3,-9,-3,0,0.5
Nc1ccccc1Nc1ccccc1,3,-2,-7,6,-7,-20,-6,-29,-1,1.0
COc1ccc(C(O)c2ncc(-c3cccc(C(F)(F)F)c3)[nH]2)cc1F (configuration not stated),0,1,4,5,-1,3,-11,0,8,-0.3
COc1ccc(CC(=O)NCc2n[nH]c(=S)n2-c2cccc(Cl)c2)cc1,0,5,-10,-8,-3,1,2,-9,-6,-0.2
Cc1ccc(CNC(=O)Cc2noc3ccccc23)cc1,3,2,-3,-5,-3,2,3,-7,-4,-0.4
COc1ccccc1NC(=O)CN(c1ccccc1C)S(C)(=O)=O,-1,-4,1,5,-1,3,0,-1,-4,0.4
CSc1cc(C)n(-c2ccccc2)c(=S)c1C(C)=O,2,5,-4,14,0,3,-4,3,4,-0.5
Cc1nn(C(=O)c2ccc3c(c2)OCO3)c(N)c1-c1ccccc1,0,0,-1,7,4,1,1,0,-2,0.2
Cc1c(/C=N/NC(=O)CNc2ccccc2)c2ccccn2c1C(=O)c1ccncc1,1,-2,-2,11,6,-1,3,-1,3,-0.5
COc1ccc(CNS(=O)(=O)c2ccc(S(=O)(=O)N3CCCCC3)cc2)cc1,4,0,5,6,1,11*,-1,5,-2,0.5
CN1[C@H](Cc2ccccc2)COc2cccc(F)c2S1(=O)=O,-2,3,-3,.,-2,-1,.,0,-2,-0.8
COc1ccc(NC(=O)NCCCN2CCC(Cc3ccccc3)CC2)cc1,-2,1,-3,4,10,1,3,-3,-2,0.2
Cc1ccc(NC(=O)CSc2nnc(C3CCCCC3)n2N)cc1F,5,4,4,-20,-4,13*,-7,3,-5,1.3
CCC(C)Sc1ccc(-c2nc3ccc(C)cn3c2NCc2ccccc2)cc1 (configuration not stated),-5&2,-1&-2,-68&-116,6&1,-5&-3,i,-11&-1,i,0&-5,-35&-25
O=C(N[C@H](CO)[C@H](O)c1ccc([N+](=O)[O-])cc1)C(Cl)Cl,-2,-6,1,17,-5,6,-13,6,-6,-0.2

Further compounds:
smiles,UHRF1 binding,MBD2 inh,ADAM17 inh,ARFGAP1 inh,Tn6 DDE FP,PLCg1 inh,ASAP1 GAP inh,PLCb3 inh,DDE Tn7 FP inh,proKLK7 act
CN(Cc1nc(-c2cccnc2)no1)S(=O)(=O)c1ccccc1,0,-5,4,-6,5,6,2,4,1,0.1
Cc1ccc(OCCCN(C)C)c(Br)c1,-1,-1,-3,5,-2,0,-4,2,2,-0.3
CN1CCN(Cc2c(O)ccc3c(=O)c(Oc4ccccc4Cl)c(C(F)(F)F)oc23)CC1,0,1,-3,12,9,-60,1,-79,-4,4.0
CC(C)NC(=O)C1CCN(C2CCN(Cc3nc(C(C)C)cs3)CC2)CC1,-1,-6,3,-18,9,-2,4,-1,6,-0.1
Cc1nc(NC(=O)CN2CCC(O)(c3ccc(F)cc3)CC2)sc1C,0,-6,-2,0,3,-1,1,-1,-2,0.4
CC(=O)c1cccc(NC(=O)c2ccc(N(C)S(C)(=O)=O)cc2)c1,1,5,-3,2,-4,0,-14,-1,6,-0.3
CCn1c(CCC(=O)Nc2ccccc2F)nnc1SCC(=O)Nc1ccc(OC)cc1,0,0,-1,8,-5,1,-4,-7,-4,0.0
COc1cc(C(=O)Nc2ccc(NC(=O)c3ccco3)nc2)cc(OC)c1OC,-1,2,-6,-7,9,-6,5,-4,6,0.2
CCCSc1nc2c(c(=O)[nH]c(=O)n2C)n1Cc1ccc(C)cc1,5,0,-4,8,-8,2,-6,0,2,-0.5
CC(=O)c1cccc(NC(=O)/C=C/c2ccc([N+](=O)[O-])s2)c1,0,3,0,5,-3,1,6,0,-1,-0.1
COc1ccc(C2=NOC(C)(c3sc(-c4ccc(Cl)cc4)nc3C)C2)cc1 (configuration not stated),-1,1,0,8,1,-2,13,-4,-9,-0.9
c1ccc2c(c1)CCOC2CNCCCN1CCCCC1 (configuration not stated),-1,2,-3,-3,0,0,-12,-3,4,-0.3
O=C(CSCc1ccccc1Cl)Nc1ccc(C(=O)O)cc1,-2,-2,0,-9,0,0,-8,-5,-4,-0.1
COc1cccc(-c2nnc(SCC(=O)Nc3ccc4c(c3)OCCO4)n2Cc2ccco2)c1,-4,-2,4,6,-1,3,-5,3,2,0.1
O=C(O)c1cccc(N=C2NC(=O)C(CO)(CO)S2)c1,4,0,-5,-20,2,-2,-4,-11,4,0.3
CCOC(=O)c1cnn(CCOC(=O)c2cccs2)c1NC(=O)c1cccs1,-3,-1,-2,14,9,-1,-12,6,8,0.2
O=C(CCn1nc(-c2ccc(Cl)cc2)ccc1=O)N1CCN(c2ccccn2)CC1,-3,5,-3,7,-2,0,21,0,0,-0.1
CC1=CCC[C@@H]2[C@@](C)(CC/C(C)=C/C(=O)O)[C@H](C)CC[C@@]12C,4,-3,1,-4,7,0,-27,-3,2,1.0
CCOC(=O)N1CCN(C(=O)C(C)c2ccc([N+](=O)[O-])cc2)CC1 (configuration not stated),3,3,0,11,0,3,-7,-1,3,-1.2
O=C(NCCCO)NC(=S)c1cccc2ccccc12,-3,-1,1,-3,-6,1,6,1,0,-0.1
O=C(O)CCCNS(=O)(=O)c1cccs1,-1,-2,-4,-8,8,0,-3,2,-4,-0.5
CCCCCCNC(=O)O[C@@]12CN(S(=O)(=O)c3ccc(C)cc3)C[C@]1(O)Cn1c(=O)n(CCCCCC)c(=O)n1C2,0,-8,-1,5,-1,-1,9,3,-5,0.6
CCn1c(Cc2ccc(OC)cc2)nnc1SCC(=O)Nc1ccc(N2CCOCC2)cc1,0,0,1,3,3,1,-4,-4,0,0.5
CCCC1=C(C(=O)OCC)C(c2c(C)nn(-c3ccccc3)c2Cl)C(C#N)=C(N)O1 (configuration not stated),-4,1,-1,5,1,-2,18,-3,-4,0.1
CC1(c2ccc([N+](=O)[O-])c(CS(=O)(=O)c3ccccc3)c2)OCCO1,1,0,-1,5,4,1,2,1,0,0.4

Later entries:
smiles,UHRF1 binding,MBD2 inh,ADAM17 inh,ARFGAP1 inh,Tn6 DDE FP,PLCg1 inh,ASAP1 GAP inh,PLCb3 inh,DDE Tn7 FP inh,proKLK7 act
COc1c(Cl)cc(Cl)cc1C(=O)Nc1ccc(C(=O)O)cc1,3,1,1,-1,-2,2,7,2,-6,0.5
Cc1ccc(-n2nc3c(=O)n(CC(=O)NCc4ccc(C)o4)nc(C)c3c2C)cc1,1,3,3,3,0,4,11,-3,-12,-0.1
CCOC(=O)c1ccc(N2C(=O)C3C(C2=O)C(C(=O)c2ccc(Cl)cc2)N2CCCC32)cc1 (configuration not stated),0,1,-14,-15,14,-54,-5,-75,2,-0.4
O=C(/C=C/c1ccco1)Nc1ccc2nc3n(c(=O)c2c1)CCCC3,-8,-5,0,0,4,-6,18,-8,1,0.3
Fc1ccccc1CSc1ncn[nH]1,3,-1,-3,9,-7,3,-2,0,0,0.2
Cc1nc2ccc(NC(=O)c3ccc(S(=O)(=O)N(C)C)cc3)cc2s1,-1,-2,-1,5,4,2,-3,-35,5,-0.7
O=C(COc1cc2oc(=O)c3c(c2cc1Cl)CCC3)Nc1ccccn1,1,4,-4,10,5,-4,15,-5,9,0.7
COCc1cc(N2CCN(C(=O)OC(C)(C)C)C[C@H]2C)ccc1N1CC[C@H](O)C1,-5,-5,-2,0,9,-8,-5,-7,1,0.8
COC(=O)[C@H]1C[C@@]2(O)CN(S(=O)(=O)c3ccc(C)cc3)C[C@@]2(OC(=O)NCc2ccc(OC)c(OC)c2)C[C@H]1C(=O)OC,-1,0,1,11,1,3,0,5,-8,1.0
Cn1cccc1C(=O)C(=O)Nc1ccc(F)c(F)c1,-2,3,2,8,0,3,2,1,4,0.7
CCOC(=O)N1CCN(C(=O)c2nc3ccccc3s2)CC1,4,2,-4,-2,3,3,12,-2,9,0.0
O=C(CSc1nnc(C2CC2)n1C1CC1)c1ccc(F)c(F)c1,-3,-3,-2,5,7,-1,-2,-6,12,0.0
CCN(CC)S(=O)(=O)c1ccc2[nH]c(=O)cc(C(=O)Nc3cccc(C(C)=O)c3)c2c1,-1,-1,-2,-3,1,2,-1,-1,-6,-0.6
O=C(N/N=C/c1ccccc1[N+](=O)[O-])c1cnccn1,-2,3,0,15,-1,4,12,-3,-6,-0.2
Cc1ccc(NC(=S)c2ccccc2)cc1,2,0,3,13,-2,5,1,7,-4,0.0
COc1ccc(C(=O)Nc2nnc(S(=O)(=O)N3CCOCC3)s2)cc1,1,-2,4,-8,5,1,-6,-8,4,0.5
COc1ccc(CNCC#Cc2cccnc2)c(OC)c1,-2,-5,1,.,-2,-5,.,-3,3,-0.1

An excerpt from above, limited to DDE Tn7 FP inh and UHRF1 binding:
Molecule,DDE Tn7 FP inh,UHRF1 binding
COc1c(Cl)cc(Cl)cc1C(=O)Nc1ccc(C(=O)O)cc1,-6,3
CCN(CC)S(=O)(=O)c1ccc2[nH]c(=O)cc(C(=O)Nc3cccc(C(C)=O)c3)c2c1,-6,-1
